# High-throughput results (PubChem BioAssay)
# hgDAF-12 ag: agonists of H. glycines DAF-12 nuclear receptor | activation, % at 6.8 µM | HEK293 GAL4-hgDAF12 UAS-luciferase reporter, agonist luminescence; normalized to butyrate control | hit rate 1.8% among 370,000;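 active means activation above a cutoff set at the mean of all screened compounds plus 3 SD, cut at about 10% in these data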;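 further: 0% = DMSO wells and 100% = sodium butyrate wells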
# ssDAF12 agonist: S. stercoralis DAF-12 activation, primary screen | hit rate 1% among 370,000 | AID 652126 | HEK293 ssDAF-12/GRIP1 lit1-tk-luc reporter, luminescence; % of 3 µM dafachronic acid response | activation, % at 6.8 µM;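 active means activation above the mean over all tested compounds plus 3 SD, cut at about 0.9% in these data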;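 further: 0% = DMSO-only wells and 100% = 3 µM delta7-dafachronic acid wells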
# hcDAF-12 act: activates DAF-12 receptor from parasite H. contortus. hit rate 1.4% among 370,000. activation, % at 6.8 µM. AID 652067. HEK293 hcDAF-12 lit1-tk-luc reporter, luminescence; 0% DMSO, 100% Δ7-dafachronic acid;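 active means activation above the mean of all tested compounds plus 3 SD, cut at about 5.5% in these data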;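 further: 100% = response to 3 µM Δ7-dafachronic acid high control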
# PG9 binder: binds the HIV-1 gp120 antibody PG9. inhibition, % at 6.7 µM. hit rate 0.43% among 360,000. TR-FRET gp120-PG9 antibody binding; in the data active means inhibition above about 8.5%
# sPLA2-III inh: Blocks human group III sPLA2 activity | QFRET BODIPY PC-A2 liposome hydrolysis, fluorescence | hit rate 0.56% among 370,000 | inhibition, % at 12.2 µM;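 active means inhibition above mean plus 3 SD of compounds lying within the high and low control bounds, cut at about 19% in these data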;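 further: 0% = median of test compound wells and 100% = no enzyme DMSO wells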
# DAX1 inh-1: NR0B1 (DAX1) inhibition; HEK293 Gal4-DAX1 luciferase reporter, luminescence; hit rate 0.99% among 340,000; AID 504766; inhibition, % at 6.75 µM; P51843;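 active means inhibition above the mean over all tested compounds plus 3 SD, cut at about 4.2% in these data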;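 further: 0% = DAX1-transfected cells with DMSO and 100% = empty-vector control cells with DMSO; inhibition shows as a rise in luminescence from relieved DAX1 repression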
# Target sequence (P51843 207-470 limits assumed): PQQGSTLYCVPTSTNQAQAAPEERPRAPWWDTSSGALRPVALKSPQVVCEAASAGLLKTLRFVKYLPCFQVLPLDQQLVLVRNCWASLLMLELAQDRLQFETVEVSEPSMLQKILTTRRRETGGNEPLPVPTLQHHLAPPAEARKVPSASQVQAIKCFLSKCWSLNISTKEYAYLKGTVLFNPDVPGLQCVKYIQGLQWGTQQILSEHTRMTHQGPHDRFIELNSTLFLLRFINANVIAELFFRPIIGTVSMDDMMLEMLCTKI
# PLCb3 inh: blocks human PLC-beta3 enzyme activity; Q01970; AID 720704; inhibition, % at 12.2 µM; hit rate 0.18% among 370,000; Purified PLC-beta3, fluorogenic substrate, fluorescence; in the data active means inhibition above about 11%;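 further: 0% = median of compound wells on plate and 100% = full blocker control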
# SMARCA2 act: SMARCA2 function activation, primary screen | activation, % at 9.1 µM | MG213 cells, MMTV-luciferase reporter, dexamethasone, overnight | hit rate 1% among 370,000; in the data active means activation above about 7.8%;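 further: 0% = vehicle wells and 100% = reference activator wells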
# DAX1 inh-2: blocks DAX1 repression of SF-1 activated StAR promoter; inhibition, % at 6.8 µM; HEK293T StAR-luciferase reporter, SF-1/DAX-1 repression relief; AID 652010; hit rate 1.1% among 370,000;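 active means inhibition above the mean over all tested compounds plus 3 SD, cut at about 3.6% in these data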;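 further: 0% = DAX-1 cells with DMSO and 100% = cells lacking DAX-1 with DMSO; higher inhibition means more luminescence from relief of DAX-1 repression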
# Rev-erbA mod: modulators of human Rev-erb alpha DNA binding | activity, % at 10 µM | hit rate 0.79% among 370,000 | Rev-erbα–FITC-DNA binding, fluorescence polarization, 90 min | P20393;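 active means activity above about 14%, limit read from the data; passing the limit was not always enough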;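 further: 0% = DMSO wells with 35 nM protein and 100% = DMSO wells with 750 nM protein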
# Target sequence (P20393 whole entry, looked up): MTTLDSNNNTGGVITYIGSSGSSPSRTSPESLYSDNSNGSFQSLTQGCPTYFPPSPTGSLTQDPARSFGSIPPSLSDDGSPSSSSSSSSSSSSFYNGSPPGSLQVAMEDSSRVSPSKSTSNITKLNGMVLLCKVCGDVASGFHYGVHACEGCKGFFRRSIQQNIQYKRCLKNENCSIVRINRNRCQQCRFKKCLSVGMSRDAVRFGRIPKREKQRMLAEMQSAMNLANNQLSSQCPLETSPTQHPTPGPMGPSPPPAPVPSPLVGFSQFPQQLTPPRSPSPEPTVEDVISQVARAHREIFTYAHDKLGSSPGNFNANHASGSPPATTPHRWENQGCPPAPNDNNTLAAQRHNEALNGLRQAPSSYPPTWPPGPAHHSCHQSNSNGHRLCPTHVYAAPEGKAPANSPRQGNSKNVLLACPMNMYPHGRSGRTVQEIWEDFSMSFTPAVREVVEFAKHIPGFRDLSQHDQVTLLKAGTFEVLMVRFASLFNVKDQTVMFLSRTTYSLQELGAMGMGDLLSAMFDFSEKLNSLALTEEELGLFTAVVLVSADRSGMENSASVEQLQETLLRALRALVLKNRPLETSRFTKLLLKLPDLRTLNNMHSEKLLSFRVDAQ
# FXN GAA850 act: activators of GAA850 frataxin (FXN) promoter; hit rate 0.56% among 360,000; activation, % at 6 µM; HEK293 lucGAA850 FXN promoter luciferase reporter, 24 h; percent of 10 µM SAHA response;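 active means activation above the average of all compounds screened plus 3 SD, cutoff fixed separately per campaign, cut at about 7.5% in these data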;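 further: 0% = DMSO wells and 100% = 10 µM SAHA wells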
# The depositor's hits bear a star; / = no result given.
Structure,SMARCA2 act,PLCb3 inh,DAX1 inh-2,FXN GAA850 act,hcDAF-12 act,sPLA2-III inh,ssDAF12 agonist,Rev-erbA mod,hgDAF-12 ag,PG9 binder,DAX1 inh-1
COc1ccc(N2CCN(CC(=O)c3ccc(Cl)cc3)CC2)cc1,-4,-29,-0.8,0.0,-0.1,6,-0.4,7,-1.9,-1.7,-0.7
O=C(c1ccco1)N1CCN(c2nc(C(F)(F)F)nc3c2nnn3Cc2ccccc2)CC1,6,0,-0.1,-0.9,-2.1,4,-1.5,-1,3.5,-4.0,-0.5
COc1ccccc1C(=O)NNC(=O)C(=O)N1CCCCC1,3,-7,1.1,0.7,4.9,3,0.1,4,-0.3,-0.1,0.7
N#Cc1ccc(NC(=S)NC(=O)C2CCCCC2)cc1,-2,6,-0.1,2.2,-1.8,11,-1.1,-6,5.4,-2.1,0.5
CC1(C)Cc2c(oc3ncn4ncnc4c23)CO1,2,0,-0.4,0.0,-1.7,2,-1.2,-1,-0.9,-2.0,0.0
COC(=O)C1=C(C)N(C)C(=NCc2ccc(OC)cc2)NC1c1cccc(F)c1 (centres undefined),-2,2,0.1,/,-0.7,7,-1.3,1,-1.5,-1.2,/
COc1ccc(OC)c(C(=O)Cn2nnc3ccccc3c2=O)c1,-2,-2,-0.3,0.3,-1.6,0,-1.3,4,-1.7,-0.9,-0.1
CCN1CCc2nc3sc(C(=O)N4CCc5ccccc5C4)c(N)c3cc2C1,-2,-139,0.4,1.2,-2.6,-2,-1.0,1,-1.4,-5.2,0.1
Cc1ccc(NC(=O)C2CCCN2S(=O)(=O)c2cccc3cccnc23)c(C)c1 (centres undefined),-1,-2,-1.4,0.5,1.0,0,-1.1,5,1.0,-1.2,0.0
Cc1c(C(=O)N2CCc3ccccc3C2)oc2ccc(S(=O)(=O)N3CCCCCC3)cc12,-2,3,0.0,-0.7,-1.9,0,-0.1,0,0.1,-0.9,0.3
C=CCOC(=O)C1=C(C)NC2(O)c3ccccc3C(=O)C12O (centres undefined),-1,0,0.0,0.1,-0.9,4,-0.7,-2,-1.2,-2.1,0.6
O=C(Nc1ccccc1)C1=C(O)CC(c2ccc(Cl)cc2)N2CCN=C12 (centres undefined),-2,4,-0.6,0.1,-4.1,10,-2.0,-1,-1.6,2.0,-2.8
CCN(CC)S(=O)(=O)c1cccc(C(=O)Nc2sc3c(c2C(N)=O)CCCC3)c1,2,-6,1.1,0.0,-0.1,0,-0.4,-2,-1.5,0.4,-0.4
Cc1ccc(NC(=O)Nc2cc(C(F)(F)F)c[nH]c2=O)cc1,4,-4,-0.3,0.0,-1.1,-9,-1.1,7,1.8,-1.9,-1.6
O=C(CCC(=O)N1CCN(S(=O)(=O)c2ccccc2Cl)CC1)c1ccccc1,-3,-8,-0.6,0.6,-1.6,9,-1.3,3,-2.1,-0.3,0.2
Cc1ccc(Nc2nnc(SCc3cc(=O)n4ccsc4n3)s2)c(C)c1,1,-15,-0.1,4.7,-1.4,-8,-1.4,2,-1.9,-2.5,2.1
COc1ccc(/C(N)=N/OC(=O)c2ccc3c(c2)OCO3)cc1OC,12*,8,-0.3,3.8,-1.3,4,-1.3,-3,2.1,-0.7,1.6
COc1ccc(NC(=O)Nc2cccc3c2O[C@H](CN(C)S(=O)(=O)c2c(C)noc2C)[C@@H](C)CN([C@H](C)CO)C3=O)cc1,4,0,-0.5,-1.6,-1.2,-8,-1.3,2,-3.9,1.1,-0.4
O=C1/C(=C\c2ccc(O)cc2)CCC1CNc1ccc(Cl)cc1 (centres undefined),5,-4,-0.5,2.9,-0.4,-11,-1.0,3,0.2,-1.6,1.6
COc1cc(OC)cc(N(C(=O)CNC(=O)c2cccs2)C(C(=O)NCC2CCCO2)c2ccccc2)c1 (centres undefined),0,-9,-0.5,-0.8,-3.0,-1,-0.8,0,-1.0,0.5,2.9
Cc1ccc(-c2noc(CCCc3ccccc3)n2)cc1,-1,6,-0.2,2.6,1.3,7,-0.6,1,-0.7,-2.6,-0.6
Cc1cc(NC(=O)c2ccc(Br)c([N+](=O)[O-])c2)no1,-1,1,-0.4,2.2,-1.3,4,-1.6,2,1.0,-1.0,-0.7
Cc1cc(NS(C)(=O)=O)c(=O)n(Cc2cccc(F)c2)c1,0,-8,0.1,4.0,0.1,23*,-0.9,2,-4.5,1.0,1.3
O=C(COc1ccc(S(=O)(=O)N2CCCCC2)cc1Cl)N1CCOCC1,0,-1,0.1,0.6,-0.6,-1,-1.1,-1,-0.1,-1.4,0.7
CCC(C(=O)OCC(=O)N(C)c1c(N)n(Cc2ccccc2)c(=O)[nH]c1=O)c1ccccc1 (centres undefined),-4,-4,1.3,0.5,1.0,4,-0.9,-4,0.9,1.4,-0.5
O=C(COC(=O)c1cc(S(=O)(=O)N2CCOCC2)ccc1F)NCc1ccc2c(c1)OCO2,-9,-1,-4.7,-0.7,-3.6,0,-1.2,1,-7.4,1.9,1.1
O=C(Nc1ccc(F)c(Cl)c1)c1ccc2sc([C@H]3C[C@H](O)[C@@H](CO)O3)nc2c1,-5,-7,-2.7,1.2,-1.7,0,-1.5,2,-0.6,-0.7,/
Cc1ccc(NC(=O)CNC(=O)c2ccco2)cc1Cl,2,-1,0.3,0.8,-1.4,-3,-1.7,0,1.5,-0.7,2.4
CNC(=O)/C(=C\c1cccc(Oc2ccccc2)c1)NC(=O)c1ccccc1,-4,-50,-0.4,-0.9,1.8,7,-1.5,-1,-1.5,-0.7,0.6
COc1cccc(-c2cnc(C(O)c3ccccc3)[nH]2)c1 (centres undefined),9.2*,3,0.0,-2.0,0.5,-14,-1.3,8,-2.4,-0.3,/
Cc1ccc(N2CC(C(=O)NC3CC3)CC2=O)cc1Cl (centres undefined),-2,-7,-0.3,-1.2,-0.5,3,-1.3,-2,-0.8,-0.4,0.7
Brc1ccccc1-c1nnc2sc(-c3ccc4c(c3)OCCO4)nn12,-3,1,0.2,-3.1,-1.4,2,-0.6,-1,1.5,-2.1,0.4
CCCCC(=O)Nc1ccc(NC(=S)NC(=O)CC(C)C)cc1OC,0,5,-0.2,1.6,-1.2,8,-2.1,-3,-0.6,0.6,-0.5
CN(C)S(=O)(=O)c1cccc(NC(=O)COC(=O)c2cccn2C)c1,-4,-8,0.5,3.4,-0.3,-2,-0.1,-2,-2.3,1.1,0.6
Cc1ccc(-n2c(Cc3noc4ccccc34)n[nH]c2=S)cc1,0,2,0.6,0.5,-0.2,5,-1.9,-7,-3.4,2.6,0.1
CS(=O)(=O)Nc1ccccc1C(=O)NCCSc1ccccc1,-1,-32,0.5,1.3,-0.7,-4,-1.3,2,3.0,-2.2,2.8
FC(F)(F)c1ccc(/C=N/n2c(COc3ccccc3)n[nH]c2=S)cc1,-1,-6,-0.1,2.8,-0.1,3,-0.9,-3,1.0,0.9,1.3
Cc1cccc(N2CCN(C(=O)CN(C)S(=O)(=O)c3ccc4c(c3)CCC(=O)N4)CC2)c1C,-4,-2,0.0,1.0,-1.1,-8,-1.8,-1,-3.4,-1.0,-0.5
O=[N+]([O-])c1nn(-c2ccc3c(c2)OCCO3)n(O)c1=NCc1ccc(F)cc1,2,1,0.3,1.6,3.8,-1,-1.1,7,4.8,-1.6,0.2
Cc1cc(OCCOCCN(C)C)ccc1Cl,-1,0,0.1,1.8,-0.6,-5,-0.1,-4,-0.8,-1.6,-0.7
CCCN=C1N(C)C[C@@H]2[C@@H]3C(=O)N(C)C(=O)[C@@H]3[C@](CC)(C(=O)OC)N12,6,-3,0.7,0.8,-1.7,0,-1.1,1,4.1,0.5,-0.2
Cc1nn(-c2ccc(Cl)cc2)c(=O)c2c(C)noc12,-1,-4,-0.2,0.7,0.0,2,-1.5,4,-2.5,-2.1,2.8
COc1ccc(OC)c(C(=O)NC2CCSc3ccccc32)c1 (centres undefined),0,-5,-0.8,1.1,-1.5,-4,-1.2,4,0.5,1.1,0.0
Cc1ccc(N=C(N(C)C)P(=O)(N(C)C)N(C)C)c(C)c1,2,2,-0.1,1.0,-1.3,1,-1.4,8,0.3,-2.7,0.1
COc1ccc(CCNC(=O)c2cccc(S(=O)(=O)NC(C)c3ccccc3)c2)cc1 (centres undefined),-2,-4,-1.6,-0.4,-1.0,-5,-0.8,-1,1.1,1.6,0.3
Cn1cnnc1SC(C(=O)Nc1ccc(F)cc1)c1ccccc1 (centres undefined),0,2,-0.1,-2.3,-1.1,1,-0.8,0,-1.2,0.6,-0.5
CCC1(C)Cc2c(sc3c2c(=O)n(C)c2nnc(SCc4ccccc4)n32)CO1 (centres undefined),-1,-9,-0.4,1.0,0.0,-4,-1.2,1,2.5,0.5,-0.6
CC1=CC(C)(C)NC(=S)N1c1ccc(N(C)C)cc1,-4,2,0.1,0.0,1.4,19,-0.8,-6,-2.8,-0.8,-0.1
Cc1ccc(Sc2sc(=O)n(C)c2S(=O)(=O)c2ccc(C)cc2)cc1,-4,-8,0.2,-0.6,-0.1,7,-0.9,-6,-1.8,-1.0,-0.3
COc1ccc(NC(=O)N2CCCCC2c2cccnc2)cc1 (centres undefined),-2,-1,0.6,1.6,5.6*,22*,-0.2,0,11*,-0.8,0.0
CSCCC(NS(=O)(=O)c1ccccc1F)C(=O)Nc1cccc(C)n1 (centres undefined),-2,-9,-0.1,0.8,0.5,-3,-0.2,2,-1.4,0.3,1.0
Cn1c(=O)cc(SCC(=O)Nc2cccnc2)c2ccccc21,-3,0,0.5,-3.7,-1.5,-1,-0.9,-2,-1.9,-2.0,-0.7
Cc1ccc(C2=NS(=O)(=O)N(C)C(C(=O)NC3CCCCC3)=C2)cc1,-4,-13,-1.4,-1.8,-1.6,1,-1.4,2,-4.5,0.7,0.2

# 4 structures out of the list, ordered by formula weight, descending.
Structure,SMARCA2 act,PLCb3 inh,DAX1 inh-2,FXN GAA850 act,hcDAF-12 act,sPLA2-III inh,ssDAF12 agonist,Rev-erbA mod,hgDAF-12 ag,PG9 binder,DAX1 inh-1
CSCCC(NS(=O)(=O)c1ccccc1F)C(=O)Nc1cccc(C)n1 (centres undefined),-2,-9,-0.1,0.8,0.5,-3,-0.2,2,-1.4,0.3,1.0
Cc1ccc(Sc2sc(=O)n(C)c2S(=O)(=O)c2ccc(C)cc2)cc1,-4,-8,0.2,-0.6,-0.1,7,-0.9,-6,-1.8,-1.0,-0.3
Cc1ccc(C2=NS(=O)(=O)N(C)C(C(=O)NC3CCCCC3)=C2)cc1,-4,-13,-1.4,-1.8,-1.6,1,-1.4,2,-4.5,0.7,0.2
Cn1c(=O)cc(SCC(=O)Nc2cccnc2)c2ccccc21,-3,0,0.5,-3.7,-1.5,-1,-0.9,-2,-1.9,-2.0,-0.7
